# Mtb RmlCD inh: blocks M. tuberculosis RmlC and RmlD coupled enzymes; RmlC+RmlD coupled enzyme assay, percent inhibition; primary screen in compound mixtures; P9WH09+P9WH11; inhibition, % at 3.6 µM; actives 0.03% (n = 160,000); AID 1533; in the data active = inhibition mostly above about 34%, no sharp cut-off; inconclusive = no clear call, values can overlap the other calls; inactive = mostly below about 22%; also: some results filed as inactive read as strong as hits
# Target sequence (P9WH09 whole entry, looked up): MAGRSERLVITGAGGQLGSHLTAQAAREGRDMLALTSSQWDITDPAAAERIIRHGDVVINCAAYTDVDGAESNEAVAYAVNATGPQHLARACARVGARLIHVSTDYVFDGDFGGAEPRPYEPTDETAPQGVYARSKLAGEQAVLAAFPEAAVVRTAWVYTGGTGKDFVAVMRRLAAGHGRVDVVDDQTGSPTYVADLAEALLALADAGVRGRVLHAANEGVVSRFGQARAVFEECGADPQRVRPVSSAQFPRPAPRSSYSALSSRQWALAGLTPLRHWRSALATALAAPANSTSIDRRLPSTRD
# Target sequence (P9WH11 whole entry, looked up): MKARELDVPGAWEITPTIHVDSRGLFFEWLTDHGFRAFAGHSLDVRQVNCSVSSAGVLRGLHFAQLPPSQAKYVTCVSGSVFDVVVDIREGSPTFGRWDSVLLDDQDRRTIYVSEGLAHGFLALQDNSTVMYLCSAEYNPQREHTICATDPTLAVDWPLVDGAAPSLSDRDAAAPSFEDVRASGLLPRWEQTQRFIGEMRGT
# M. tuberculosis GlmU: inhibition of mycobacterial GlmU enzyme – biochemical, glucosamine-1-phosphate acetyltransferase (AID 1376) | M. tuberculosis GlmU acetyltransferase enzyme assay; higher % means a stronger effect | actives 0.25% (n = 220,000) | inhibition, %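 (tested at 30 µM in the primary screen)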; hits with a dose series show IC50 in µM; in the data active = inhibition above about 13%; inconclusive = no clear call, values can overlap the other calls;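 also: 0% = complete reaction with vehicle and 100% = reaction without substrate; strong numbers were not always called active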
# * hit, by the source's call; u = inconclusive; x = not tested or not shown.
compound	M. tuberculosis GlmU	Mtb RmlCD inh
O=C(Nc1ccc(Br)cc1F)C1CCCN(S(=O)(=O)c2cnc[nH]2)C1 (stereo not given)	-0.6%	2.4
O=C(/C=C/c1ccccc1)NCCN1CCOCC1	-0.4%	-8.6
Cc1ccc(NC(=O)CN2C(=O)C3C4C=CC(C4)C3C2=O)cc1 (stereo not given)	0.6%	8.3
COc1ccc(NC(=O)CN(c2ccc(C(C)C)cc2)S(=O)(=O)c2c(C)noc2C)cc1OC	0.2%	-4.0
COc1cc2oc(-c3ccc(O)cc3)cc(=O)c2c(OC)c1O	-1.9%	-5.6
Cc1cc(C2=NNC(=NC3CC3)SC2)c(C)n1-c1c(C)n(C)n(-c2ccccc2)c1=O	-3.5%	x
O=C(OCC(CO)OC(CO)n1ccc(=O)[nH]c1=O)c1ccccc1 (stereo not given)	-2.9%	6.8
Cc1cc(C)nc(SCC2COc3ccccc3O2)n1 (stereo not given)	u	x
CC(C)(CNCC(O)c1ccccc1)N1CCOCC1 (stereo not given)	3.7%	-0.1
CCNC(=S)N/N=C/c1sccc1C	4.4%	-10.8
O=C(Nc1ccc2c(c1)OCO2)C1CCN(S(=O)(=O)Cc2ccccc2)CC1	x	4.5
CCOC(=O)c1ccc(NC(=O)NCCc2ccccc2OC)cc1	0.2%	-2.5
CC(C(=O)Nc1ccncc1)(c1ccccc1)c1ccccc1	-1.8%	x
O/N=C1\CCc2cc(Cl)ccc21	-3.3%	-7.7
CCOc1ccc(-c2nc(CSCC(=O)NCCN3CCOCC3)c(C)o2)cc1	0.3%	5.0
CSc1cccc(-n2cc(-c3ccc4c(c3)OCO4)[nH]c2=O)c1	0.0%	-9.7
C=CCN1C(=O)CS/C1=C(\C#N)S(=O)(=O)c1ccc(C)cc1	-1.9%	x
NCCc1nc2ccccc2s1	8.7%	6.2
CCOC(=O)c1cn(CC)c2cc(N3CCCCC3)c(F)cc2c1=O	1.5%	x
Cc1nc(NCCN2CCOCC2)c2nnn(Cc3c(F)cccc3Cl)c2n1	-5.5%	-59.6

# Overlap with the part before: two compounds, then new ones.
compound	M. tuberculosis GlmU	Mtb RmlCD inh
CCOC(=O)c1cn(CC)c2cc(N3CCCCC3)c(F)cc2c1=O	1.5%	x
Cc1nc(NCCN2CCOCC2)c2nnn(Cc3c(F)cccc3Cl)c2n1	-5.5%	-59.6
CCOC(=O)c1[nH]c2ccccc2c1NC(=O)c1cc(OC)c(OC)c(OC)c1	-3.2%	x
CCCCOc1ccc(-c2nc(/C=N/c3nccs3)c(O)o2)cc1	0.6%	7.9
Cc1cc(C=C2C(=O)CCCC2=O)c(C)n1-c1ccccc1	2.3%	-3.8
Cc1ccccc1NC(=O)C1C2C=CC(C3CC23)C1C(=O)O (stereo not given)	2.1%	1.7
COC(=O)C1=CNC=C(C(=O)OC)C1c1ccc(C(=O)OC)cc1	1.8%	8.9
N#CCCN1CCN(S(=O)(=O)c2ccc(S(=O)(=O)N3CCCCCC3)cc2)CC1	2.3%	2.6
COC(=O)c1ccc(Oc2nc(SC)nc(N(C)C)n2)cc1	6.2%	5.6
Cc1cc(C)nc(N2CCC(C(=O)Nc3nnc(C)s3)CC2)n1	-1.5%	x
O=C(C1CCCN1S(=O)(=O)c1ccc(Br)cc1)N1CCOCC1 (stereo not given)	1.3%	1.7
Cc1cc(NC(=O)CSc2ccc3nnc(CCNS(=O)(=O)c4ccccc4)n3n2)no1	-3.1%	6.3
COCCN(C(=O)Nc1ccccc1)C(C)c1cccnc1 (stereo not given)	-0.7%	3.4
OCC1OC(n2cnc3c(NC4CCCCC4)ncnc32)C(O)C1O (stereo not given)	3.4%	7.1
CCc1nc(C)cn1S(=O)(=O)c1cc(Br)c(C)cc1OC	-3.4%	-9.2
Cc1ccc(NC(=O)/C(=C/c2ccncc2)NC(=O)c2ccccc2)cc1	-1.3%	x
CC(NC(=O)C1CCCN(S(=O)(=O)c2cccs2)C1)c1ccccc1 (stereo not given)	3.4%	-4.5
O=C(COC(=O)c1ccccc1S(=O)(=O)N1CCCCC1)NCC(F)(F)F	-5.4%	x
CSc1nnc(SCC2=NNC(=O)SC2)s1	5.6%	-1.7
O=C(NCCNCCO)C1(C(F)(F)F)C/C(=C\Cc2ccccc2)CCCO1 (stereo not given)	-1.3%	x
CCCS(=O)(=O)N1CCN(Cc2ccncc2)CC1	0.2%	15.1
COc1ccccc1-c1nnc(SCC(=O)N2CCOCC2)o1	-0.9%	x

# Of the compounds above, 2 contain a cyano group:
compound	M. tuberculosis GlmU	Mtb RmlCD inh
C=CCN1C(=O)CS/C1=C(\C#N)S(=O)(=O)c1ccc(C)cc1	-1.9%	x
N#CCCN1CCN(S(=O)(=O)c2ccc(S(=O)(=O)N3CCCCCC3)cc2)CC1	2.3%	2.6

# (more compounds)
compound	M. tuberculosis GlmU	Mtb RmlCD inh
COc1ccc(OC)c(N/C(=N/c2nc(C)cc(C)n2)NC(C)=O)c1	3.0%	x
NS(=O)(=O)c1ccc(CCNC(=O)COC(=O)/C=C/c2ccc(Cl)cc2)cc1	-4.1%	2.6
COC(=O)c1cc(CSc2nnc(-c3ccccc3)c(-c3ccccc3)n2)oc1C	4.8%	x
COc1cc(OC)c(NC(C)C(=O)NCc2ccccc2)cc1Cl (stereo not given)	-5.0%	-2.3
Cc1ccccc1C(=O)Nc1ccc(-c2nnc(SC(C)C(=O)O)n2C)cc1 (stereo not given)	-4.0%	x
CCCC(=O)Nc1ccc(Cl)c(NC(=S)NC(=O)C(C)C)c1	-1.0%	0.9
O=C(CSc1nc2ncccc2[nH]1)Nc1ccc2c(c1)OCO2	3.0%	x
COCCn1c(Sc2ccccc2)nc2c1c(=O)[nH]c(=O)n2C	0.6%	-2.5
CCCNC(=O)Cn1cnc2sc(C(=O)Nc3ccc4c(c3)OCO4)c(C)c2c1=O	-2.2%	0.2
O=C(O)C1CC=C(Cl)CC1C(=O)NCC1OCCc2ccccc21 (stereo not given)	-0.3%	8.0
Cc1cc(S(=O)(=O)N2CCOCC2)ccc1F	0.8%	x
CC(C)COC(=O)N1CCCC1C(=O)O (stereo not given)	0.5%	x
O=C(CSC(=S)N1CCCCC1)N1N=CCC1c1ccccc1 (stereo not given)	1.1%	0.5
O=C(Nc1ccccc1F)C1CCCN(S(=O)(=O)c2cccc3cccnc23)C1 (stereo not given)	5.8%	4.9
COc1ccc(OC)c(C2CC(=O)N3CN(c4ccccc4F)CSC3=C2C#N)c1 (stereo not given)	3.4%	4.5
CC#CCC(CC#CC)c1nc2ccccc2c(=O)n1N	1.3%	5.3
Brc1ccccc1-c1nnc(CSc2nnc3sc4ccccc4n23)o1	-0.3%	x
COc1ccc(NCC(O)Cn2c(C)c(C)c3ccccc32)cc1 (stereo not given)	0.9%	-6.8
COc1ccccc1-n1c(SCc2cc(=O)oc3cc(O)ccc23)nc2ccccc2c1=O	8.0%	2.9
COc1ccc([N+](=O)[O-])c(S(=O)(=O)c2ccc(Cl)cc2)n1	13.8%*	-8.0
O=C1SC(SCc2ccccc2Cl)=N/C1=C\c1ccc(C(=O)O)cc1	-5.7%	-10.7
CCOC(=O)COc1ccc(/C=C2/SC(=Nc3ccccc3)N(Cc3cccnc3)C2=O)cc1OC	-2.0%	-4.4
Cc1cc(C)cc(NC(=S)N2CCC(c3nc4ccccc4s3)CC2)c1	1.7%	x
Oc1c(N=NC(=S)Nc2ccccc2F)c2ccccc2n1Cc1ccc(F)cc1	0.7%	-2.5
CC(=O)Nc1ccc2oc(-c3ccccc3)nc2c1	3.9%	7.1
O=C(CN1CCN(Cc2ccc(Cl)cc2)CC1)N/N=C/c1c[nH]c2ccccc12	-7.5%	8.6
Cc1ccc2[nH]c(=O)c(CN(CCO)C(=O)N(C)C)cc2c1	-1.6%	x
c1ccc(CSc2nnc(-c3ccco3)n2Cc2ccco2)cc1	13.0%*	-7.3
CNC(=S)N(C)CCc1cc2c(c(OC)c1C=C1C(=O)NC(=O)NC1=O)OCO2	2.5%	7.8
COCCSc1nnc(NC(=O)COC)s1	-5.1%	-4.4
Cc1ccc(NC(=S)N2CCC(c3ccccc3)C2)c(Cl)c1 (stereo not given)	-4.0%	x
CN(CCCCCC(=O)/C=N/O)Cc1ccccc1	2.1%	8.3
Cc1cccc(OCc2nnc(SCC(=O)Nc3cccc(C(=O)N4CCOCC4)c3)n2C)c1	6.1%	4.4
COc1ccc(CC(=O)NNC(=O)CSc2nnc(Cc3ccc(OC)cc3)n2-c2ccccc2)cc1	-0.2%	-7.1
Cc1nc(CS(=O)(=O)c2ccccc2)cc(N2CCN(c3ccccc3F)CC2)n1	1.2%	11.9
CCCc1noc(-c2cccc([N+](=O)[O-])c2)n1	-2.7%	13.0
COC(/C=C/Nc1ccc(OC)cc1)=C(C#N)C#N	1.5%	x
C[N+]12CCC(CC1)C(C(O)(c1cccc(Cl)c1)c1cccc(Cl)c1)C2 (stereo not given)	-6.6%	10.0
Cc1cccc(C)c1NC(=O)COC(=O)c1cccc2c1C(=O)c1ccccc1C2=O	-0.3%	10.1
CN(C)S(=O)(=O)c1ccc(C(=O)Nc2ccc(Cl)cc2)cc1	4.2%	12.0
CCC(=NCCc1c(C)[nH]c2ccc(OC(F)(F)F)cc12)C1=C(O)CC(c2ccccc2)CC1=O (stereo not given)	8.6%	-11.5
Cc1cccn(Cc2c(F)cccc2Cl)c1=O	4.6%	-7.6
CCOc1ccc(NC(=O)CN2CCN(CC(=O)Nc3ccc(Cl)c(C(F)(F)F)c3)CC2)cc1	-4.3%	36.4
C[C@@H]1C[C@H]2[C@@H]3CCC4=CC(=O)C=C[C@]4(C)[C@@]3(F)[C@@H](O)C[C@]2(C)[C@@]1(O)C(=O)COP(=O)(O)O	-8.0%	x
O=C(O)CNC(=O)CCN1C(=O)c2ccccc2C1=O	-2.7%	x
CCOC(=O)c1cc(C)sc1NC(=O)C(c1ccccc1)c1ccccc1	0.3%	x
Cc1ccc(Cn2c(SCC(=O)NCC3CCCO3)nc3ccsc3c2=O)cc1 (stereo not given)	0.0%	-7.3
CC1(C)CC(=O)C(C=Nc2ccc3cn[nH]c3c2)=C(O)C1	-4.1%	14.9
CCS(=O)(=O)Nc1cccc(-c2cc(-c3ccccc3)c3cc(C)ccc3n2)c1	-1.1%	2.7
Cc1nc(Nc2cccc(C(C)O)c2)c2nnn(Cc3ccccc3F)c2n1 (stereo not given)	-1.9%	x
N#CC1=C(N)C(C#N)(C#N)[C@H](c2cccnc2)[C@H]2CN(C(=O)OCc3ccccc3)CC=C12	3.7%	-0.8
COc1ccccc1NC(=S)NC(=O)C(C)(C)C	2.8%	3.2
CCOc1ccc(S(=O)(=O)NCCCl)cc1	-1.4%	3.9
O=C(CSc1nnc(-c2ccc(F)cc2)c2ccccc12)NCC1CCCO1 (stereo not given)	0.1%	x
Cc1nc(NC2CCCC2)sc1C(=O)N(C)C	-4.3%	7.0
COc1cc(NC(=O)c2cccc(Br)c2)nc(OC)n1	1.2%	3.6
CC(=O)Nc1cccc(-c2cc(-c3c(Cl)cccc3Cl)no2)c1	2.6%	1.4
O=C(C(Cc1ccccc1)n1cccc1)N1CCN(C2CCCCC2)CC1 (stereo not given)	3.3%	7.3
COc1ccccc1CNC(=O)C1CCN(C(=O)N(C)C)CC1	5.0%	-3.2
O=C(Nc1ccccc1)c1nnsc1S(=O)c1ccc(Cl)cc1 (stereo not given)	197µM*	-9.2

# Among those listed so far, two have a furan ring, fused or not:
compound	M. tuberculosis GlmU	Mtb RmlCD inh
COC(=O)c1cc(CSc2nnc(-c3ccccc3)c(-c3ccccc3)n2)oc1C	4.8%	x
c1ccc(CSc2nnc(-c3ccco3)n2Cc2ccco2)cc1	13.0%*	-7.3

# Remaining list, next part
compound	M. tuberculosis GlmU	Mtb RmlCD inh
CCCCNC(=O)Nc1cc(C(F)(F)F)c[nH]c1=O	0.7%	7.0
CCn1c2ccccc2c2cc(NC(=O)COc3ccccc3)ccc21	-2.3%	-4.3
N=c1oc2ccccc2cc1-c1nc(-c2ccccc2)cs1	-7.9%	x
CCC(=O)N1N=C2C3CCN(CC3)C2C1c1ccc(C)cc1 (stereo not given)	-3.9%	x
CC(NC(=O)COc1ncnc2cc([N+](=O)[O-])ccc12)c1ccccc1 (stereo not given)	-3.5%	x
O=C(NC(CSCc1ccccc1)C(=O)N/N=C/c1ccc(O)cc1O)c1ccc([N+](=O)[O-])cc1 (stereo not given)	-0.4%	x
O=C(NCc1ccccc1)c1cc(-n2cnnc2)ccc1Cl	-3.4%	-1.8
CSc1nc2[nH]c3c(c2c2nncn12)CC(C)(C)OC3	-3.1%	0.0
C/C(Cl)=C/Cn1c(=O)c2c(nc(Br)n2Cc2ccccc2)n(C)c1=O	3.4%	11.9
CC(=O)Cc1nsc(NC(=O)c2ccc(-c3cc(C(F)(F)F)ccc3Cl)o2)n1	3.1%	8.9
COc1cc(NC2c3ccccc3C(=O)N2Cc2ccc3c(c2)OCO3)cc(OC)c1OC (stereo not given)	5.9%	4.0
O=C(N[C@@H](Cc1ccccc1)C(=O)OCc1ccccc1)c1nc[nH]c1C(=O)NC(c1ccccc1)c1ccccc1	-1.9%	x

# Screening results deposited in PubChem BioAssay by several laboratories.

# Not all compounds are listed; rates above refer to the full screens.
